JMJD2C inh – inhibitors of human GASC-1 (JMJD2C) demethylase. Q9H3R0. GST-JMJD2C(1-420) H3K9me3 demethylation, DELFIA europium. inhibition, % at 2.35 µM. actives 0.069% (n = 330,000);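 active = more than half of a compound's replicate wells show inhibition beyond 50%, single wells judged on their own value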;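 also: signal counts dimethyl H3K9 product captured on neutravidin plate; 0% = median of DMSO wells and 100% = 0.3 times that DMSO median; strong numbers were not always called active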
HCV core dimer – HCV core protein dimerization inhibition; TR-FRET GST/Flag-core106 dimerization, 1536-well; inhibition, % at 5 µM; AID 1899; actives 0.33% (n = 300,000);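 active = inhibition above the mean of all tested compounds plus 3 SD, set per screening campaign, cut at about 45% in these data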
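System: GST/Flag-tagged HCV core106 proteins. Incubation: compound-protein-antibody incubation 4 h at 22.5 °C. Technique: HTRF with 340 nm excitation, 617/671 nm emission. Medium: KF-containing HEPES buffer, pH 7.45, DTT, CHAPS, BSA. Read-out: inhibition (%) from 671 over 617 nm ratio. Also added: Eu(K)-anti-GST 90 ng/mL plus XL665-anti-Flag 1 µg/mL.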
Fh CTSL1 inh – blocks F. hepatica cathepsin L1 in PFM18AAP counter-screen; recombinant F. hepatica cathepsin L1, Z-Leu-Arg-MCA fluorescence; actives 0.49% (n = 300,000); inhibition, % at 5.96 µM;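 active = inhibition above the mean of all tested compounds plus 3 SD, set per screening campaign, cut at about 17% in these data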;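 also: 0% = plate median of test compound wells and 100% = 1 µM Z-Phe-Ala-diazomethylketone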
procasp7 counter – counter-screen for procaspase-3 activators: activators of human procaspase-7; actives 0.093% (n = 330,000); AID 463210; activation, % at 8.5 µM; P55210; recombinant procaspase-7, Ac-DEVD-pNA absorbance 405 nm; D23A/D198A/D206A triple mutant, cannot self-cleave; scale: DMSO 0, 5 µM enzyme 100;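 active = percent activation above the screen-wide mean plus 3 SD, cut at about 25% in these data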
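System: Uncleavable procaspase-7 mutant enzyme; Amount: 2 µM procaspase-7 mutant as dispensed; Schedule: 1 h compound preincubation, 2 h substrate cleavage, 25 °C; Measured by: 405 nm absorbance of p-nitroaniline; Evaluation: percent activation from buffer-corrected 0–120 min absorbance change; Control set: low DMSO alone, high DMSO plus 5 µM PC-7.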
Efflux pump mplx – antifungal efflux pump inhibition, Nile Red retention; AID 485275; actives 0.44% (n = 330,000); S. cerevisiae Candida pump triplex; inhibition, % at 10 µM;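 active = plate passing quality check with inhibition over a set limit, or well fluorescence over plate mean plus 4 SD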;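 also: Nile Red retained in pooled yeast measured as flow cytometry median fluorescence; 0% = buffer negative control and 100% = Enniatin B positive control; higher means more Nile Red kept so more efflux inhibition; some compounds called inactive have numbers as strong as hits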
PP1 inh – PP1-alpha (human) inhibition in PP5 counter-screen; P62136; actives 0.9% (n = 320,000); inhibition, % at 6.7 µM; purified PP1alpha, OMFP fluorescence; AID 2235;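 active = inhibition above the mean inhibition of all tested compounds plus 3 SD, computed separately for each screening campaign, cut at about 15% in these data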
Target sequence (P62136 whole entry, looked up): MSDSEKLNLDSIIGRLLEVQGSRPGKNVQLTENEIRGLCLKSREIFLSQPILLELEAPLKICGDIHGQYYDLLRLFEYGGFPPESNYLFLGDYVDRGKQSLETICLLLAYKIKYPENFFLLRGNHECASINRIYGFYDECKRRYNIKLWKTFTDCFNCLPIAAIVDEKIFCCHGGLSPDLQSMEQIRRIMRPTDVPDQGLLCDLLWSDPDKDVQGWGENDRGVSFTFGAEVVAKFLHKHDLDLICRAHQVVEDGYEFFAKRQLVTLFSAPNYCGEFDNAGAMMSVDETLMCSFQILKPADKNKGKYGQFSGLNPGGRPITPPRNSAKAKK
PP5 primary – PP5 (human) phosphatase inhibition. purified PP5c, OMFP substrate fluorescence. actives 0.18% (n = 320,000). inhibition, % at 6.7 µM. AID 1987;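 active = inhibition above the campaign's mean inhibition across all tested compounds plus 3 SD, cut at about 9.5% in these data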;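 also: 0% = DMSO only and 100% = 100 µM cantharidin control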
Target sequence (P53041 whole entry, looked up): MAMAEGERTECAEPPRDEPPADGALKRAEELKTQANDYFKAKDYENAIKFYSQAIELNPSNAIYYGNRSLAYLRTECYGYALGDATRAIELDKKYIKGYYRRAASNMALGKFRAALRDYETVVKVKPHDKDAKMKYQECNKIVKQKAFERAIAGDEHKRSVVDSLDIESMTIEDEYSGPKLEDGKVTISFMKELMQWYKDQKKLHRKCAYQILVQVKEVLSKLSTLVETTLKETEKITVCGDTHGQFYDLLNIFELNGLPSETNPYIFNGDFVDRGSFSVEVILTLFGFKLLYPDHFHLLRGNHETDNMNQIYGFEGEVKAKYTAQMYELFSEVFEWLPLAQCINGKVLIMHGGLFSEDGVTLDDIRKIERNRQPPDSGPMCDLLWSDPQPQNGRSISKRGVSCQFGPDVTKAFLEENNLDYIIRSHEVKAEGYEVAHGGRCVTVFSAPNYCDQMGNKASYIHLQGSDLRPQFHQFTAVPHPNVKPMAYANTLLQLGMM
proCasp3 act – procaspase-3 (human) activation; P42574; actives 0.11% (n = 330,000); activation, % at 8.5 µM; recombinant procaspase-3 D3A, Ac-DEVD-pNA absorbance 405 nm; AID 463141;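 active = activation above the mean of all tested compounds plus 3 SD, cut at about 21% in these data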;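 also: 0% = DMSO alone and 100% = DMSO wells spiked with extra 5 µM PC-3 D3A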
Target sequence (P42574 whole entry D9A/D28A/D175A): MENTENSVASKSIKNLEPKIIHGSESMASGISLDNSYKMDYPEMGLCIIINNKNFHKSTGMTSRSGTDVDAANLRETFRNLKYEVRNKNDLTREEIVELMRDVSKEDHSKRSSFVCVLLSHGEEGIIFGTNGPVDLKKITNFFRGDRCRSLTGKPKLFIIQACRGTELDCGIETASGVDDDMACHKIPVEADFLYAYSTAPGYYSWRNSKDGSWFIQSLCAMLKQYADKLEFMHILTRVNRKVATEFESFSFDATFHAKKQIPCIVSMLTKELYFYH
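Technique: 405 nm absorbance of p-nitroaniline, reads at 0 and 120 min; Test system: Procaspase-3 D3A mutant; Incubation: 1 h enzyme-compound preincubation, then 2 h substrate reaction, 25 °C; Repeats: singlicate, each compound tested once; Benchmarks: low control DMSO wells, high control DMSO plus 5 µM PC-3 D3A.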
TPT1 inh – inhibitors of Candida albicans tRNA 2'-phosphotransferase TPT1 | recombinant caTPT1, FP RNA substrate dephosphorylation | inhibition, % at 5 µM | actives 0.81% (n = 300,000) | AID 1962;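 active = inhibition above the mean of all tested compounds plus 3 SD, set per screening campaign, cut at about 24% in these data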;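 also: plate controls were DMSO alone for no effect and ferristatin control at 100 nM for full effect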
* hit, by the source's call; x = not tested or not shown; & = joins results of further samples.

Compound	JMJD2C inh	HCV core dimer	Fh CTSL1 inh	procasp7 counter	Efflux pump mplx	PP1 inh	PP5 primary	proCasp3 act	TPT1 inh
O=C(Nc1ccccc1)C1=C[C@H](c2ccccc2)C[C@H](OCc2ccc(CO)cc2)O1	3	0	-5	-2	-0.1	2	3.6	0	0
CCCc1cc(=O)[nH]c(SCC(=O)Nc2c(C)n(C)n(-c3ccccc3)c2=O)n1	4	x	x	-4	0.1	x	x	-5	x
O=C(CN1C(=O)c2cccc([N+](=O)[O-])c2C1=O)N1CCN(S(=O)(=O)c2ccccc2)CC1	3	x	x	-7	0.1	0	2.2	7	x
Cc1ccc(N(CC(=O)Nc2cccc(Cl)c2C)S(C)(=O)=O)cc1	-1	-3	5	5	-0.1	-1	0.9	2	-1
Cc1ccc(C)c(NC(=S)Nc2ncccc2C)c1	5	-1	7	9	-0.1	2	3.5	-3	-1
CC(C)OC(=O)c1cc2c(ccn2-c2ccc(F)cc2)n1CC(=O)N1CCN(C(=O)c2ccco2)CC1	5	12	5	-4	0.1	1	4.2	0	-2
O=C(NCC1CCCO1)c1cc(-c2ccc(Cl)cc2Cl)on1 (stereo not given)	3	0	-1	5	0.0	-5	0.7	4	7
COc1ccc2nc(NC3=NC(c4ccccc4)CC(=O)N3)nc(C)c2c1 (stereo not given)	-4	-3	-2	-6	0.4	1	2.6	-5	-1

Look-ups from above.
Under procasp7 counter, `O=C(Nc1ccccc1)C1=C[C@H](c2ccccc2)C[C@H](OCc2ccc(CO)cc2)O1` has -2
Under Efflux pump mplx, `O=C(NCC1CCCO1)c1cc(-c2ccc(Cl)cc2Cl)on1` (stereo not given) has 0.0

(further entries)
Compound	JMJD2C inh	HCV core dimer	Fh CTSL1 inh	procasp7 counter	Efflux pump mplx	PP1 inh	PP5 primary	proCasp3 act	TPT1 inh
Cc1cccc2sc(N(CCN(C)C)C(=O)C3CCN(S(=O)(=O)c4cccs4)CC3)nc12	1	-4	1	8	0.0	-1	0.3	7	-3
C=CCc1ccc(OCCOc2cccc(/C=N/n3cnnc3)c2)c(OC)c1	-22	3	2	2	0.3	3	-1.2	-2	-2
CC(=O)N1N=C(c2ccncc2)OC12CCCCCC2	-6	-18	3	-6	0.0	-1	5.7	6	-1
O=C(CNc1ccc2c(c1)OCO2)N/N=C\c1ccccc1Cl	-1	6	-1	-30	0.5	-2	-1.6	-25	-1
CC1CCCCN1c1nnc(NC(=O)Cn2c(=O)oc3ccccc32)s1 (stereo not given)	3	-3	4	1	0.3	-2	-1.2	7	-5
O=C(O)c1ccccc1C1Nc2ccccc2C(=O)N1CCCN1CCOCC1 (stereo not given)	-3	1	-2	2	0.0	0	-1.5	14	-3
CCCCn1nc(C(=O)N(CCOC)c2c(N)n(CCCC)c(=O)[nH]c2=O)c2ccccc2c1=O	1	x	x	-7	0.0	0	2.7	2	x
CCOC(=O)CSc1ncc(-c2ccccc2)cn1	8	-3	-4	9	0.0	0	1.4	3	0
O=C(NCCc1c[nH]c2ccccc12)C(=O)NCC1OCCN1S(=O)(=O)c1ccc(Cl)cc1 (stereo not given)	4	13	3	-3	-0.1	0	0.3	-4	-2
CN1C(=O)C(N=Nc2ccccc2C(=O)O)N(C)C1=S (stereo not given)	0	-4	6	-8	-0.1	2	-0.5	3	41*
Cc1cccnc1NC(=O)c1ccc(S(=O)(=O)N2CCCCC2)cc1	-1	1	3	2	-0.1	1	-1.4	10	-2
COc1ccccc1CNc1cc(-c2ccccc2)ccc1OC	-3	-5	4	-11	0.4	0	0.9	8	2
CCOc1ccccc1C1CC(c2ccccc2)Nc2nc(N)nn21 (stereo not given)	-2	-1	-1	-9	0.1	-3	0.6	3	0
CCN(CC)S(=O)(=O)c1ccc(N2C(=O)Nc3ccccc3N2O)cc1	5	-9	-4	2	-0.1	-4	-1.6	10	4
Cc1cccc(N2CCN(CC(=O)Nc3ccc(-n4cnnn4)cc3)CC2)c1C	1	-5	-4	-8	0.0	-3	1.9	5	-3
O=C(NCCCN1CCOCC1)C(C(=O)NCCCN1CCOCC1)c1ncc(C(F)(F)F)cc1Cl	3	1	-3	9	-0.2	-3	-3.4	7	-5
CC(C)c1ccc(/C=N/NC(=O)c2nnn(-c3nonc3N)c2CN2CCOCC2)cc1	15	-2	1	6	0.1	1	0.0	2	-2
O=C(C1CCC(=O)N(C2CC2)C1)N(CCO)Cc1ccccc1 (stereo not given)	10	6	0	-3	-0.1	-4	1.2	12	-3
CC(=O)c1ccc(OCC(=O)NC2CCS(=O)(=O)C2)cc1 (stereo not given)	-9	8	-1	6	0.0	-2	-0.6	12	3
O=C1N(Cc2cccnc2)C[C@@H]2C[C@@H](c3cccc(OC4CCCC4)c3)N3CCC[C@@]123	27	7	-3	-1	0.1	4	1.2	-5	6
O=C(c1ccc(Cn2cc(Cl)cn2)o1)N1CCN(Cc2ccc3c(c2)OCO3)CC1	7	-11	0	2	0.0	-6	2.1	-5	3
Cc1sc2ncnc(SCC(=O)NC(C)(C)C)c2c1C	6	-2	1	4	-0.2	-6	3.1	4	-2
Cc1cc(NC(=O)CSc2nnc(C)n2C)no1	0	-6	-1	3	-0.1	-1	1.8	-5	-2
Cc1ccc(N(Cc2ccccc2)C(=O)c2cccc(S(=O)(=O)N3CCN(C)CC3)c2)cc1	-12	2	0	8	0.0	-6	0.7	2	3

Ordered by the number under TPT1 inh (ascending): three from the list above.
structure | TPT1 inh
O=C(C1CCC(=O)N(C2CC2)C1)N(CCO)Cc1ccccc1 (stereo not given) | -3
CC(=O)c1ccc(OCC(=O)NC2CCS(=O)(=O)C2)cc1 (stereo not given) | 3
O=C1N(Cc2cccnc2)C[C@@H]2C[C@@H](c3cccc(OC4CCCC4)c3)N3CCC[C@@]123 | 6

Following part.
Compound	JMJD2C inh	HCV core dimer	Fh CTSL1 inh	procasp7 counter	Efflux pump mplx	PP1 inh	PP5 primary	proCasp3 act	TPT1 inh
Cc1ccc(S(=O)(=O)N2CCOCC2)cc1C(=O)Nc1nc(-c2cccnc2)cs1	14	4	-2	-8	-0.1	-3	3.9	9	2
O=C(OCC(=O)N1CCOCC1)c1ccccc1O	0	7	-1	3	0.0	-1	-2.3	-1	-2
CC1Cc2cc(-c3csc(NC(=O)Cc4cccs4)n3)ccc2N1S(C)(=O)=O (stereo not given)	0&9	7	2	6	-0.3	4	0.4	-9	-2
O=C(c1ccc2c3c(cccc13)CC2)C1CCCN(Cc2ccc(OCCO)cc2)C1 (stereo not given)	9	-6	-2	16	0.3	5	-1.1	2	-2
CCN(CC)S(=O)(=O)c1cccc(NC(=O)c2ccc(Br)cc2)c1	8	9	-3	-6	0.0	2	2.0	5	-1
O=C(Cn1ncc2c(=O)oc3ccccc3c21)NCC1COc2ccccc2O1 (stereo not given)	-2	0	-1	11	-0.1	3	-2.1	4	1
Cn1ccnc1C(=O)C1CCCN(Cc2cn[nH]c2-c2ccc(-c3ccccc3)cc2)C1 (stereo not given)	3	11	1	5	-0.1	-1	2.9	9	-2
Cc1cccc(C(=O)N2CCCC(Nc3ccc(C(C)C)cc3)C2)n1 (stereo not given)	-11	1	0	3	0.1	5	3.9	-1	1
COc1ccccc1N(CC(=O)NCCSCc1ccco1)S(=O)(=O)c1ccccc1	-2	14	-2	7	-0.3	2	0.0	-9	1
Cc1[nH]c(C)c(S(=O)(=O)N2CCCCC2C)c1C(=O)N1CCCC1 (stereo not given)	9	-11	3	-5	0.0	-2	-1.0	2	-3
Cc1nc(Nc2ccc3c(c2)OCCO3)c2nnn(Cc3ccccc3Cl)c2n1	-6	3	4	-4	0.8	-1	3.1	-5	3
O=C(CCNC(=O)c1ccccc1)NNC(=O)c1ccccc1Br	-7	x	x	11	-0.1	x	x	8	x
O=C(CNCC1CCCO1)NCc1ccco1 (stereo not given)	2	2	-1	2	-0.1	-3	-0.5	-2	-1
CC(C)CSc1n[nH]c(=S)s1	3	-1	-3	-38	0.2	-2	2.1	-10	-2
CN1CCN(/N=C/c2cccc(Cl)c2Cl)CC1	-4	-9	2	-4	0.2	-2	-1.0	-2	3
CC1CCCN(CCCNC(=O)c2nn(C)c3c2CS(=O)(=O)c2ccccc2-3)C1 (stereo not given)	10	-13	3	-2	-0.1	-2	-0.3	-1	-3
COc1ccc(CNC(=O)C2CCN(c3nccs3)CC2)cc1	4	5	0	1	0.1	-3	1.1	0	-4
Cc1ccc(C(=O)OCC(=O)Nc2ccc3c(c2)OCO3)c(O)c1	-2	x	x	-2	-0.1	2	-0.6	3	x
Cc1ccc(CNC(=O)c2cc3cc(Br)ccc3oc2=N)cc1	1	-1	0	3	0.0	-4	-1.3	-1	1
CCCS(=O)(=O)Nc1c(C(=O)O)[nH]c2ccc(OC)cc12	-1	-6	-2	4	-0.2	-2	-1.4	-2	-3
Cc1ccccc1C(=O)NNC(=S)NC(=O)c1cccnc1	4	-7	0	-12	0.0	2	2.7	-10	1
COc1ccc(N(CC(=O)NCc2cccs2)S(=O)(=O)c2c(C)n[nH]c2C)cc1	-13	-3	0	-3	0.0	-4	-0.6	0	0
O=C(CC1CCCCC1)NCc1nc(-c2ccccc2)no1	7	-3	-20	3	0.0	0	-0.7	-2	-2
O=C(c1ccco1)N1CCN(c2ccc(Cl)cc2)CC1	-7	-2	-3	4	-0.1	-1	1.5	8	2
Cc1ccc(OCCn2ncc3ccccc3c2=O)c(C)c1	-2	3	1	4	0.0	4	0.8	4	0
CC(C)Oc1ccc(S(=O)(=O)N2CCOCC2)cc1NC(=O)CC1OC(=O)c2ccccc21 (stereo not given)	-8	-8	-2	7	-0.1	-1	2.1	9	-2
CCN(CC)C(=O)Oc1ccc2c(=O)c(-c3ccc(OC)cc3)c(C)oc2c1	1	8	1	0	0.2	2	2.3	0	-4
CCOc1ccc(-c2nnc(NC(=O)Cc3ccc(OC)cc3)o2)cc1	-14	2	-3	-1	0.0	8	4.1	1	0
COc1ccccc1/C=N/OCc1ccc(C#N)cc1	-15	-4	-2	7	0.4	-1	3.3	-2	0
CCc1cc2c(=O)c(-c3ccc(F)cc3)c(C(F)(F)F)oc2cc1OCC(=O)O	-8	0	1	-7	0.0	0	1.4	2	-3
CC(C)n1c2ccccc2c2nnc(SCC(=O)OCN3C(=O)c4ccccc4C3=O)nc21	4	24	-3	-1	-0.1	0	1.0	-7	0
COc1ccc(CNC(=O)C2CC(c3ccccc3C(F)(F)F)=NO2)cc1 (stereo not given)	-9&-15	-11	-3	-2	-0.1	0	1.1	5	0
CC(=O)c1ccc(N2CCN(C(=O)C3CCN(S(=O)(=O)c4ccc5c(c4)CC(C)N5C(C)=O)CC3)CC2)cc1 (stereo not given)	-3	3	-1	-9	0.0	-1	3.0	8	-2

Screening data (PubChem BioAssay)
